# Screening results (PubChem)
# All columns: NCI-60 one-dose screen, growth in % after 48 h at 10 µM unless noted; 100 = growth as untreated, 0 = no growth, -100 = all killed.
# COLO 205: COLO 205 colon cancer | hit rate 7.3% among 79,000 | AID 1794742
# NCI-H460: NCI-H460 lung cancer | hit rate 6.8% among 82,000 | AID 1794736
# HT29: HT29 colon cancer. hit rate 7.4% among 81,000
# HCT-116: HCT-116 colon cancer; hit rate 7.3% among 82,000
# KM12: KM12 colon cancer cells | hit rate 5% among 82,000
# HCT-15: HCT-15 colon cancer. hit rate 5.2% among 82,000. AID 1794746
# NCI-H322M: NCI-H322M lung cancer; hit rate 2.7% among 80,000
# SW-620: SW-620 colon cancer. hit rate 5.2% among 82,000. AID 1794795
# NCI-H226: NCI-H226 lung cancer | hit rate 3.5% among 79,000
# An asterisk follows results filed as active; nt = no result given; & = joins results of further samples. How the source made its calls: active means growth percent below 10; inactive means the rest.
Structure	COLO 205	NCI-H460	HT29	HCT-116	KM12	HCT-15	NCI-H322M	SW-620	NCI-H226
CNC(=S)c1ccc(-c2cnc3ncc(Cc4ccc5ncccc5c4)n3n2)cc1F	116.2	87.0	89.6	89.9	49.8	81.6	89.9	111.3	71.3
O=c1[nH]c(=O)n(Cc2ccccc2Cn2cc(F)c(=O)[nH]c2=O)cc1F	109.6	141.7	113.7	95.4	98.5	93.6	80.6	110.1	104.7
O=C1NC2C3CC(c4ccccc43)C12 (stereo not drawn)	110.3	111.2	119.5	124.1	117.9	108.9	112.5	104.9	121.5
Cc1cc(O)c(C(C)C)cc1N=Cc1ccc(N(C)C)cc1	106.8	106.1	110.4	97.3	107.1	96.1	107.9	104.8	101.5
O=C(NCCCCC(c1ccc(F)cc1)c1ccc(F)cc1)NCCCc1cccnc1	-12.1*	28.8	14.4	3.3*	18.0	14.0	64.8	17.3	41.2
CNCCCn1c2c(c3ccc(Cl)cc3c1=O)C(=O)c1cc(OC)cnc1-2	51.9	-77.3*	-80.5*	-81.4*	40.7	-57.6*	61.8	-63.6*	43.0
FC(F)(F)c1cc(N2CCCCC2)nc(NCCCNc2ccnc3cc(Cl)ccc23)n1	7.4*	74.4	26.8	39.3	64.7	53.2	80.0	94.3	73.6
COc1cc2cc(Oc3ccc(NC(=O)Nc4ccc(C)cc4)cc3)c(C)nc2cc1OC	111.4	107.5	114.7	106.6	104.2	102.5	nt	107.2	101.5
COc1ccc2nc(Cl)c(-c3cc(-c4ccccc4)nc(N)n3)cc2c1	53.7	3.5*	7.7*	-92.1*	-0.4*	-64.5*	60.7	-60.2*	27.1
CCCCOc1ccc(C(=O)OCC(CC)NCCC)cc1N (stereo not drawn)	105.0	106.8	91.7	92.8	99.8	105.7	96.6	106.7	92.5
Cc1ccc(NC(=O)N2CCCCC2)cc1NC(=O)N1CCCCC1	136.2	104.8	107.7	104.2	106.8	108.3	116.1	106.1	101.2
Cc1cc(O)c(C(C)C)cc1O	120.0	102.4	126.4	115.1	106.9	121.6	119.7	114.6	105.9
CCOC(=O)c1c(-c2cc(OC)c(OC)c(OC)c2)csc1N	90.7	104.3	71.9	90.4	64.2	66.9	99.4	76.6	nt
C/C(=N/O)c1ccc(NC(=O)Cn2nc(C(F)(F)F)nc2N)cc1	104.7	100.8	88.9	91.3	100.8	102.6	95.5	100.0	87.5
NC(=O)Cc1c[nH]c2ccc(Br)cc12	105.6	106.7	97.9	100.4	102.9	104.2	97.9	nt	100.4
Clc1ccc(OCc2nnc(-c3ccc(N4CCOCC4)cc3)o2)c(Cl)c1	95.6	96.0	90.8	99.8	89.4	97.2	92.2	110.3	81.5
N#Cc1c(-c2ccccc2)nc(SCC(=O)N2CCOCC2)[nH]c1=O	104.6	105.4	105.9	99.9	113.8	103.0	98.1	106.5	98.0
CCC(=O)Oc1ccc(-c2ccccc2)cc1Br	108.9	98.8	100.9	103.7	111.0	104.6	111.1	99.1	96.1
CC(C)(C)CC(C)(C)n1nnnc1C(Nc1ccc(F)cc1)c1cc2cccc3ccc4cccc1c4c32 (stereo not drawn)	102.4	86.0	74.8	54.2	91.7	80.8	94.2	87.3	92.9
COc1ccc(C2CC(c3cccc(Nc4ccncc4)c3)=Nc3c(N)nc(N)nc3N2)cc1 (stereo not drawn)	68.1	27.5	34.7	25.1	70.4	96.4	79.5	36.9	87.6

# Copied from the list:
# `CCC(=O)Oc1ccc(-c2ccccc2)cc1Br` @ HCT-15: 104.6
# `CCOC(=O)c1c(-c2cc(OC)c(OC)c(OC)c2)csc1N` @ HCT-15: 66.9
# `Clc1ccc(OCc2nnc(-c3ccc(N4CCOCC4)cc3)o2)c(Cl)c1` @ KM12: 89.4
# `NC(=O)Cc1c[nH]c2ccc(Br)cc12` @ NCI-H322M: 97.9
# `C/C(=N/O)c1ccc(NC(=O)Cn2nc(C(F)(F)F)nc2N)cc1` @ HT29: 88.9
# `COc1ccc(C2CC(c3cccc(Nc4ccncc4)c3)=Nc3c(N)nc(N)nc3N2)cc1` (stereo not drawn) @ HT29: 34.7

# Later entries:
Structure	COLO 205	NCI-H460	HT29	HCT-116	KM12	HCT-15	NCI-H322M	SW-620	NCI-H226
O=C1CC2(O)CSc3nc(=O)cc(n32)N1 (stereo not drawn)	103.4	104.0	103.1	105.8	102.2	96.5	93.2	111.7	98.6
COc1cc(/C=C/C(C)=O)ccc1O	119.9&97.5	109.6&101.6	125.4&109.0	103.4&104.5	92.7&90.0	96.3&96.9	114.9&88.4	110.4&104.1	110.8&95.3
CCCCOc1ccc(OCCCN2CCOCC2)cc1	105.0	111.1	105.2	100.5	105.6	98.2	86.3	108.7	99.8
O=C(Nc1ccc(F)cc1)c1cc([N+](=O)[O-])ccc1O	81.5	64.2	61.7	66.8	51.6	68.1	64.3	76.5	88.3
O=C(COc1cc(O)c2c(=O)cc(-c3ccccc3)oc2c1)Nc1cccnc1	151.3	103.3	109.0	95.0	108.1	91.1	98.1	124.0	59.6
Cc1ccc(-c2nc3cnccn3c2NC(C)(C)C)o1	120.4	103.8	103.0	102.1	104.7	98.9	96.5	103.3	100.3
O=C(O)c1ccc(-n2cc(/C=N/Nc3ccc(Br)cc3)c(-c3ccccc3)n2)cc1	93.6	103.1	81.2	79.6	75.6	54.5	92.7	64.9	86.3
OC(c1ccccc1)(c1ccccc1)C1CC1c1ccncc1 (stereo not drawn)	107.8	100.6	110.1	91.7	101.5	102.3	127.1	105.5	89.2
C=CCOc1c(CCC)cc(C(=O)O)cc1CCC	113.0	103.9	102.3	101.9	100.6	99.6	101.3	103.8	91.0
C=CN1C(=O)NC(C)(CC(C)C)C1=O (stereo not drawn)	117.8	106.6	114.2	97.4	107.6	113.1	103.9	106.0	113.0
C1CCCC(NC2=NCCO2)CCC1	112.6	113.8	107.6	100.7	143.1	108.7	124.9	90.3	nt
COc1ccc(-c2ccc(C)n2-c2ccc(-c3nc4ccccc4s3)cc2)cc1	94.0	88.8	92.0	85.5	86.3	96.5	98.2	89.6	85.2
O=C(O)c1nc(=O)[nH]c(=O)[nH]1	133.4&124.5	101.3&98.5	107.2&113.2	82.5&103.6	103.5&116.1	89.4&109.5	86.8&109.7	110.3&108.2	98.2&96.5
CC1(C)C(=O)OCC2=C1CCCC2	109.4	104.2	109.9	109.0	110.7	97.9	93.1	104.6	95.2
NCC(=O)NCC(=O)NC(Cc1ccccc1)C(=O)O (stereo not drawn)	109.5	104.0	107.8	111.8	108.3	99.6	110.0	103.7	97.1
O=c1c2cc(F)ccc2sc2c(Cl)nc3ccc(Cl)cc3c12	120.6	100.6	116.7	96.8	100.5	105.1	101.2	93.4	nt
COc1ccc(-c2cc(-c3cccnc3)c(C#N)c(=O)[nH]2)cc1S(N)(=O)=O	107.2	108.7	108.9	99.8	106.8	107.2	96.3	108.6	100.4
Cc1ccc(-c2cc3nc(-c4ccccc4)nc(C(Cl)Cl)n3n2)cc1	-66.1*	-48.0*	-47.1*	-87.6*	-83.6*	-30.4*	-85.9*	-48.2*	70.9
Cc1cc([N+](=O)[O-])c(C)cc1I	112.8	100.5	92.3	94.1	102.1	99.5	101.1	95.7	95.7
O=C1CC(c2ccccc2O)Cc2c1cnn2-c1nc2ccccc2[nH]1 (stereo not drawn)	117.0	95.5	105.1	104.8	98.1	97.5	101.2	102.3	100.0
O=C(Nc1ccc(C2=NCCCN2)cc1)c1ccc(NC(=O)c2ccc(C3=NCCCN3)cc2)cc1	104.9	101.4	104.7	98.2	100.9	105.1	88.1	103.2	94.3
O=C(O)c1ccc(-n2cc(CNc3ccc(Cl)cc3)c(-c3ccc(C(F)(F)F)cc3)n2)cc1	93.2	66.8	80.7	65.9	58.9	56.2	84.4	80.1	92.1
CC(=O)Nc1ccc(/C=N/N=C2c3ccccc3-c3ccccc32)cc1	78.7	83.3	79.4	86.6	73.7	65.6	nt	97.2	72.6
COc1cc(/C=N/O)nc(-c2ccccn2)c1	10.7	5.1*	32.6	20.9	23.0	26.7	23.9	27.4	11.7
CC(=O)Nc1nc(Cl)c([N+](=O)[O-])c(SCc2ccccc2)n1	111.0	111.6	112.0	119.9	110.0	102.4	107.1	105.7	102.1
c1ccc2c(c1)N=C(N1CN(C3=Nc4ccccc4NCC3)CN(C3=NCCNc4ccccc43)C1)CCN2	116.5	112.4	104.0	101.8	110.9	99.9	115.4	109.2	91.6
O=CC(O)C(O)C(O)C(O)CO (stereo not drawn)	114.2	102.7	102.1	104.3	106.5	108.1	113.1	112.8	93.8
Cc1cccc(Cl)c1O	114.3	102.7	108.2	99.2	106.1	110.6	121.6	103.0	109.6
O=C1CCC(N2Cc3cc(CC(=O)Nc4ccc(N5CCCCC5)cc4)ccc3C2=O)C(=O)N1 (stereo not drawn)	37.5	98.6	77.4	101.9	41.1	7.3*	56.6	24.0	16.3
COc1cc(CNC(=O)CCCC/C=C/C(C)C)ccc1OCc1cn(-c2ccc(Br)cc2)nn1	103.2	72.1	98.1	49.1	94.3	94.0	90.6	94.7	86.3
Cc1ccc2c(-c3cc(-c4cc5ccccc5oc4=O)nc(N)c3C#N)cc(=O)oc2c1	83.3	79.4	63.3	62.6	91.8	90.9	91.9	93.1	69.0
Cc1nn(-c2ccccc2)c2nc3nc[nH]c(=O)c3c(-c3ccc(Cl)cc3)c12	106.5	97.9	78.5	100.6	102.0	84.7	91.0	109.5	103.2
Nc1cc(=O)n(Cc2ccco2)c(=S)[nH]1	110.3	103.6	110.2	101.9	115.6	88.5	102.4	109.1	93.0
CC(=O)N(N=O)c1c(Br)cc(C)cc1Br	111.0	105.7	105.0	102.8	110.1	102.3	99.3	104.7	94.1
Cc1cc(N/N=C/c2nc(-c3ccccc3)oc2C)c2cc(Cl)ccc2n1	-71.9*	-78.3*	-78.1*	-94.2*	-83.3*	-83.3*	-54.8*	-73.3*	81.4
C/C(=C\Cl)CN(C)S(=O)(=O)c1ccc(Br)cc1	111.3	109.3	106.9	88.4	99.8	98.0	86.3	111.2	98.4
COc1ccc(-c2onc3ccc(Br)cc23)cc1OC	122.8	92.3	79.4	75.7	89.3	74.9	96.9	93.6	101.3
O=C(Nc1ncccc1OCc1cn(Cc2ccc(F)cc2)nn1)c1ccccc1	111.2	101.6	116.2	108.9	97.7	106.2	93.9	98.2	101.0
Cc1cccc(Nc2cc(=S)nc(N)[nH]2)c1	109.6	106.7	100.2	108.9	98.7	102.9	107.1	97.9	97.4
O=c1[nH]c(C(F)(F)F)nc2c1nc1n2CCC1	105.1	114.1	100.8	124.1	112.2	106.6	107.0	116.9	103.9

# Quoted at random: two compounds from above
Structure	COLO 205	NCI-H460	HT29	HCT-116	KM12	HCT-15	NCI-H322M	SW-620	NCI-H226
Cc1ccc(-c2cc3nc(-c4ccccc4)nc(C(Cl)Cl)n3n2)cc1	-66.1*	-48.0*	-47.1*	-87.6*	-83.6*	-30.4*	-85.9*	-48.2*	70.9
O=c1[nH]c(C(F)(F)F)nc2c1nc1n2CCC1	105.1	114.1	100.8	124.1	112.2	106.6	107.0	116.9	103.9

# Carrying on:
Structure	COLO 205	NCI-H460	HT29	HCT-116	KM12	HCT-15	NCI-H322M	SW-620	NCI-H226
Cn1cc(-c2csc(-c3ccc(F)cc3)n2)c2ccccc21	128.6	95.5	94.1	96.5	98.8	90.4	97.3	105.3	102.5
COc1cc(-c2nc(-c3ccccc3)c(-c3ccc(Sc4ccccc4)cc3)[nH]2)cc(OC)c1O	105.9	107.2	101.9	103.2	98.4	103.4	88.6	109.6	nt
O=C(O)C1CCC(C(=O)O)SS1 (stereo not drawn)	114.3	117.0	99.8	105.7	111.8	105.2	96.8	106.1	107.4
O=S1(=O)c2ccccc2C(O)(c2ccccc2)c2ccccc21	104.5	104.2	94.6	91.3	107.7	97.4	nt	99.1	94.0
C=C1CC[C@H]2[C@@](C)(CCC3OC(c4ccc(OCc5cn(CC(O)C6OC7OC(C)(C)OC7[C@@H]6OCc6ccccc6)nn5)cc4)OC[C@]32C)[C@@H]1/C=C/C1=CCOC1=O (stereo partly drawn)	118.9	95.1	95.9	79.6	103.5	78.4	105.9	102.7	85.8
CC[C@@H]1OC(=O)[C@H](C)[C@@H](O[C@H]2C[C@@](C)(OC)[C@@H](O)[C@H](C)O2)[C@H](C)[C@@H](O[C@@H]2O[C@H](C)C[C@H](N(C)C)[C@H]2O)[C@](C)(O)C[C@@H](C)[C@@H]2N[C@@H](COCCOC)O[C@H]([C@H]2C)[C@]1(C)O	98.7	116.6	102.7	85.6	126.0	109.3	96.0	111.2	110.3
C=C1C(=O)O[C@H]2[C@H]1CC/C(COC(=O)NCc1ccc(Cn3c(=O)sn(-c4ccc(C#N)cc4)c3=O)cc1)=C\CC[C@@]1(C)O[C@@H]21	38.1	103.7	48.2	25.4	101.0	87.8	103.9	24.1	95.5
CCOC(=O)CCN(CCC(=O)OCC)c1ccccn1	104.4	107.9	107.0	104.0	98.5	107.4	95.5	100.1	95.3
CCOC(=O)c1cccnc1	116.7	108.7	96.8	111.3	112.5	104.6	119.8	115.2	101.1
CCOC(=O)c1oc2nc(-c3cnccn3)cc(-c3cccs3)c2c1N	121.2	102.3	116.8	99.2	104.6	97.9	105.0	99.0	110.9
C=CCOc1cc(C)ccc1C	142.7	111.8	108.7	102.5	103.3	110.2	104.7	103.8	101.8
C[n+]1c(/C=C/c2c(O)ccc3ccccc23)ccc2ccccc21	25.3	9.4*	nt	-13.9*	38.7	21.6	42.9	17.0	47.5
Cc1ccc(-c2nc(C(Cl)Cl)nc3cc(C)nn23)cc1	-36.6*	-64.8*	3.2*	7.0*	-9.4*	-2.4*	-24.9*	-28.5*	70.2
COc1cccc(C=O)c1OC1CCC(=O)N1 (stereo not drawn)	104.5	109.2	103.2	106.2	102.5	105.5	101.6	106.4	106.2
